phage Ecoli inh – E. coli growth loss with phage present; growth absorbance; inhibition, % at 11.9 µM; 0.26% of 360,000 active; AID 651602; in the data active = inhibition above about 11%
DSG3 Ab inh – inhibitors of pemphigus antibody binding to human desmoglein-3; P32926; DSG3-coupled beads, scFv-anti-DSG3-GFP binding, flow cytometry; hits give low values; binding (percent of control), % at 10 µM; 0.48% of 310,000 active;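 active = binding more than 3 SD below its plate's average and above zero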;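 note: hits lower antibody fragment binding to DSG3; some compounds called inactive have numbers as strong as hits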
Target sequence (P32926 whole entry, looked up, the tested form may be a part): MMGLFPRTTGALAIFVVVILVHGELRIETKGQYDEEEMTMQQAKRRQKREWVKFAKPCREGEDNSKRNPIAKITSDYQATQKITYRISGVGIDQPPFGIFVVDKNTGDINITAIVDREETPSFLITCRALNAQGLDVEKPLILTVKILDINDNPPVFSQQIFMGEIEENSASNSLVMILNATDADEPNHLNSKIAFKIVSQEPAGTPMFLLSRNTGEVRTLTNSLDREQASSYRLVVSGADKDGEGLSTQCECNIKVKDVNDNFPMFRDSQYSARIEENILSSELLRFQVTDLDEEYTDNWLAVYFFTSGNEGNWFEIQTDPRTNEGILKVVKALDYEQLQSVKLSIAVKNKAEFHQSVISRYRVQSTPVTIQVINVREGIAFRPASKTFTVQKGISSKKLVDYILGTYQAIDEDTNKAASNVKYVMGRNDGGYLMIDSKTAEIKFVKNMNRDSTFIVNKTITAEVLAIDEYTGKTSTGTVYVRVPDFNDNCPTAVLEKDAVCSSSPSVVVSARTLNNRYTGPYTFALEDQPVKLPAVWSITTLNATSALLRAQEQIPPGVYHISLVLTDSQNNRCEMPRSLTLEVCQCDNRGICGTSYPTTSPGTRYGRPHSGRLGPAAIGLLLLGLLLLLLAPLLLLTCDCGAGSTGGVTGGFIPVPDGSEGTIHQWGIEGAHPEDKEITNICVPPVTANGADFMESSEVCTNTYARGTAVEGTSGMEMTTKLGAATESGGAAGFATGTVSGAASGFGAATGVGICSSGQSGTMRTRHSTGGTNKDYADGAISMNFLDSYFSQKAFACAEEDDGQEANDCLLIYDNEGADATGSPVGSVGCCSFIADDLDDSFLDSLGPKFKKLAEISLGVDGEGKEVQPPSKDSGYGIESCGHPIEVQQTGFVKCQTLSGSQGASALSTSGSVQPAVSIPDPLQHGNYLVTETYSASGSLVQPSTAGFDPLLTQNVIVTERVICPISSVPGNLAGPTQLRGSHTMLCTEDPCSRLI
PfHsp90 set2 – inhibits growth of yeast expressing Plasmodium falciparum Hsp90 | S. cerevisiae expressing PfHsp90, BacTiter-Glo ATP, 48 h; yeast lacking PDR1 and PDR3 efflux regulators | inhibition, % at 9.4 µM | 0.32% of 310,000 active | AID 504621;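 active = every replicate shows inhibition above about 80%, whatever the replicate mean, limit read from the data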;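 note: 0% = DMSO neutral controls and 100% = 20 µM radicicol positive controls; yeast relying on Plasmodium falciparum Hsp90 in place of its own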
Tat transport – E. coli Tat transport inhibition. inhibition, % at 10 µM. AID 488895. 0.036% of 340,000 active. E. coli MC4100 TorA-mCherry Tat export, fluorescence;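 active = mean replicate inhibition at least 50% and at least half of replicates individually reaching 50%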;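 note: exported cargo escapes ClpAP degradation while cytoplasmic cargo is degraded and loses fluorescence; 0% = median of neutral control wells and 100% = median of NaSCN control wells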
Ecoli viability – reduces bacterial viability in AddAB counter-screen; E. coli V3065 growth, OD600 absorbance, 18 h; inhibition, % at 11.9 µM; 0.27% of 330,000 active; AID 449728;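 active = inhibition above the campaign's mean inhibition across all tested compounds plus 3 SD, cut at about 9.9% in these data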;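 note: uninfected addAB+ strain grown without phage in ampicillin broth; 0% = DMSO wells and 100% = ciprofloxacin 0.95 µg/ml wells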
AddAB inh – less growth of phage-infected E. coli with AddAB; E. coli expressing H. pylori AddAB, absorbance growth; inhibition, % at 11.9 µM; 0.29% of 330,000 active; AID 435030; in the data active = inhibition above about 12%;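 note: 0% = vehicle wells of infected cells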
PKA-R1A act – activates the PKA-R1A holoenzyme complex. P00514+P68181. PKA-R1A dissociation, Cy5-IP20 fluorescence polarization; scaled: DMSO 0%, 113 µM cGMP 100%. activation, % at 11.4 µM. 0.083% of 340,000 active;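 active = percent activation above the mean of all tested compounds plus 3 SD, cut at about 19% in these data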;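 note: higher means more PKAc released from R1A so a rise in polarization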
SUMO Mot1 rescue – inhibitors of SUMOylation pathway: yeast Mot1-301 growth rescue | S. cerevisiae Mot1-301 growth rescue, ATP luminescence, 38.5C; percent above DMSO median, 100 means doubled | growth rescue, % at 18.8 µM | 1% of 320,000 active | AID 2716;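 active = every valid replicate shows activation above 250% relative to neutral control wells; inactive = the rest, any valid replicate at or below 250%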;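 note: OY570 slx delta 5 strain wells were the positive control but not used for scaling; some compounds called inactive have numbers as strong as hits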
MOR-DOR ag – agonists of human mu-delta opioid receptor heterodimerization. AID 504326. 0.3% of 340,000 active. cells, OPRM1-OPRD1 heterodimerization, luminescence. P35372+P41143. activation, % at 9.3 µM; in the data active = activation above about 18%;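 note: 0% = vehicle-treated cells and 100% = reference agonist; values of inactives mirror those of a sister screen read the other way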
OPRM1-OPRD1 inv – mu-delta opioid heterodimer inverse agonism; P35372+P41143; cell-based MOR-DOR heterodimer luminescence; inhibition, % at 9.3 µM; 0.21% of 340,000 active; in the data active = inhibition above about 22%, passing the limit was not always enough;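 note: 0% = cells with DMSO and 100% = wells without cells with DMSO; values of inactives mirror those of a sister screen read the other way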
Arr AP2 block – human beta-arrestin and AP2 interaction inhibition; FITC-arrestin peptide / GST-AP2 beads, flow cytometry; AP2 beta2 appendage carries R879A mutation; inhibition, % at 10 µM; 0.31% of 340,000 active;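 active = inhibition above a set limit, near 3 SD of compounds lacking own fluorescence, cut at about 54% in these data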;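 note: plate controls were DMSO wells for no effect and 5 µM unlabelled arrestin peptide for full effect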
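Material – GST-tagged AP2 beta2-adaptin appendage (R879A) on 4 µm glutathione beads · Probe or stimulus – fluorescein-tagged arrestin peptide at 50 nM final · Timing – 12 min plus 1 h, RT · Detection – bead flow cytometry, FITC channel · Read-out basis – inhibition as reduced fluorescein signal on beads, percent · Medium – PBS plus Tween 20 (0.05%) and BSA (0.1%)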
* = called active by the depositor; / = not tested or not shown.

SMILES	phage Ecoli inh	DSG3 Ab inh	PfHsp90 set2	Tat transport	Ecoli viability	AddAB inh	PKA-R1A act	SUMO Mot1 rescue	MOR-DOR ag	OPRM1-OPRD1 inv	Arr AP2 block
COc1ccccc1CC(=O)N1CCN(S(=O)(=O)c2ccccc2F)CC1	3.0	102	-1	-2	-1.4	-2.2	1	96	-1.8	9	-6
Cc1nnc2sc(-c3ccccn3)nn12	2.8	/	11	-6	0.1	0.1	-2	113	0.0	0	16
CCOc1cccc(C(=O)NC(=S)Nc2ccc(N3CCCC3)cc2)c1	1.3	102	/	-12	-0.3	1.2	-16	-6	-1.9	9	8
CNc1ccc(/C=C2\COc3ccccc3C2=O)cc1[N+](=O)[O-]	3.0	105	19	-3	0.1	2.5	-11	-5	-2.9	13	32
O=C(NCc1ccco1)/C(=C/c1ccccc1)NC(=O)c1ccco1	1.4	/	-5	-9	0.1	2.4	-4	0	0.0	0	3
CCOc1ccc(NC(=O)C2CCCN(c3nn4c(=O)cc(C)nc4s3)C2)cc1 (stereo unspecified)	-2.1	/	-35	-4	0.7	6.0	-2	4	-0.7	4	-2
Cc1c(-n2c(SCC(N)=O)nc3ccccc3c2=O)c(=O)n(-c2ccccc2)n1C	5.0	100	7	1	0.9	2.4	4	0	-1.8	9	8
Nc1nnc(SCC(=O)NC2CCCCCC2)s1	1.5	106	12	5	-1.9	0.0	-2	10	0.4	-3	45
Cc1ccc(NC(=O)CCSc2nc(C)cc(C)n2)cc1	3.8	99	8	9	2.7	2.9	-2	-13	-1.1	5	-10
CCCCCC(=O)Nc1ccc(-c2csc(N)n2)cc1	0.9	135	/	0	1.5	-0.2	-12	471*	-0.2	1	-9
CCOc1ccc(NC(=O)CN(C)C(=O)c2ccc(OCC3CCCO3)cc2)cc1OCC (stereo unspecified)	0.9	105	10	-8	-0.4	-1.6	-12	-1	-1.0	7	-8
CC1=NN(CCC#N)C(=O)/C1=C/c1ccc(N(C)C)cc1	3.1	/	-15	-3	1.8	0.9	6	/	-1.6	7	-3
COC(=O)COc1ccc(/C=N/NS(=O)(=O)c2ccccc2)cc1	1.4	109	-14	6	-0.9	-0.9	-8	-17	-1.6	8	37
O=C(COC(=O)/C=C/C(=O)OCC(=O)NC12CC3CC(CC(C3)C1)C2)NC12CC3CC(CC(C3)C1)C2	1.8	112	-16	-4	-0.3	0.8	-8	1	-1.0	5	-11
COc1ccc(OC)c(-n2c(C)cc(C=O)c2C)c1	2.2	102	0	2	1.0	-0.6	5	38	-2.4	12	-1
CC(C)(C)C1CCC(OCC(O)CN2CCN(c3ccccc3)CC2)CC1 (stereo unspecified)	-0.9	101	-54	2	0.5	2.9	8	95	4.2	-21	-4
CCC(C)N(CCNC(=O)c1ccc(NC2=NC3CS(=O)(=O)CC3S2)cc1)Cc1ccco1 (stereo unspecified)	5.9	96	-16	-6	0.9	4.0	-2	7	-1.2	7	-3
CC(NC(=O)COC(=O)CCNC(=O)c1ccco1)C12CC3CC(CC(C3)C1)C2 (stereo unspecified)	-2.5	115	-9	1	0.5	1.9	-2	-16	-2.5	11	26
COc1ccccc1CNC(=O)Cc1csc(NC(=O)Nc2ccccc2OC)n1	2.3	99	-16	1	-0.8	2.5	-5	-14	0.5	-3	-7
C/C(=N\NC(=O)c1ccc(C(=O)N/N=C(\C)c2ccco2)o1)c1ccco1	1.7	/	/	-8	0.8	-1.2	3	-10	-1.7	10	19
Cc1cc(=O)[nH]c(N/N=C2/CCCC/C2=C\c2ccccc2)n1	1.7	98	10	-3	-1.3	-4.0	-8	-6	-2.0	11	30
CCCCc1ccc(NC(=O)N[C@@H](C)C(=O)O)cc1	1.9	95	15	-1	0.3	-2.2	-2	2	0.7	-4	-5
CC[C@H](C)Cc1cn([C@@H](CCCCNC(=O)OC(C)(C)C)C(=O)NCCCCCCCCCCC(=O)N2CCN(C(=O)OC(C)(C)C)CC2)nn1	0.4	103	-5	12	-2.2	0.1	-7	-23	-1.6	9	32
O=C(O)CCn1ccnc1-c1ccccc1	1.2	101	2	-8	-0.4	-0.9	-17	-2	-1.9	11	6
CN1CCN(C(=O)c2cc3ccccc3[nH]2)CC1	-0.8	93	-20	-8	-1.7	1.1	-7	-5	-3.4	16	14
COCCNC(=O)CSc1nc(N)c(NC(=O)c2ccccc2F)c(=O)[nH]1	1.9	106	6	-15	0.1	1.6	3	-7	-0.6	3	16
O=c1cc(CN2CCN(Cc3ccc(F)cc3)C(CCO)C2)[nH]c2ccccc12 (stereo unspecified)	2.4	124	-1	-3	-2.5	1.5	-3	-2	-4.0	20	-7
Cn1cccc1C1CCCN1CC(=O)Nc1ccc(C(N)=O)cc1 (stereo unspecified)	7.7	/	-15	-11	-2.0	0.7	-6	36	-0.5	2	-10
NC(=O)c1ccccc1NC(=O)COc1ccc(Cl)cc1	0.6	117	-7	-7	3.1	2.1	0	-12	-3.7	16	-15
Cc1ccc(N2C(=O)N(CC(=O)Nc3ccc(C)cc3[N+](=O)[O-])C(=O)C2C)cc1 (stereo unspecified)	4.6	108	14	-17	3.0	2.9	-9	5	0.6	-3	6
CCOc1ccccc1N1CN(C2CCCCC2)CNC1=S	3.9	102	/	/	0.2	1.6	/	-21	/	/	8
O=C(O)/C=C/C(=O)NCc1ccccc1	3.8	107	-10	-5	-2.6	3.4	-4	-7	-2.5	13	-1
Cc1c(-c2ccccc2Cl)nc2ccccc2c1C(=O)O	1.8	92	-8	4	-0.2	-0.2	8	5	-1.3	7	17
O=C1N(S(=O)(=O)c2ccccc2F)C(=O)C2(CCCC2)N1S(=O)(=O)c1ccccc1F	2.3	95	-12	4	1.0	1.2	-2	22	-1.3	7	-5
O=C(CSc1nnc(-c2ccccc2F)n1C1CCCCC1)Nc1cc(C(=O)O)ccc1Cl	-1.0	/	-31	-5	-1.1	-0.7	-2	9	-2.7	11	-4
CC(C)C(NC(=O)c1cccc(S(=O)(=O)N2CCOCC2)c1)C(=O)NCc1ccc(Cl)cc1 (stereo unspecified)	-1.2	111	0	-2	-1.2	0.4	-1	/	-0.1	0	-2
Cc1ccc(C)c(C(C)NC(=O)C2CCCC2)c1 (stereo unspecified)	-1.2	98	-10	-4	-0.7	1.8	-12	-1	-2.8	13	-12
COc1ccccc1OCCC(=O)Nc1ccc2c(c1)OCO2	0.9	/	-15	1	-1.9	-0.5	-5	-4	-1.2	5	57*
COc1ccc(OC)c(-c2csc(NC(=O)Cc3cccs3)n2)c1	2.4	101	-3	-2	0.6	2.0	-10	-3	3.5	-18	32
COC(=O)c1c(C(=O)OC)c2ccncn2c1Cl	2.9	/	-10	-1	1.1	4.0	-14	11	-3.1	13	11
O=C(Oc1cccnc1)c1ccccc1[N+](=O)[O-]	2.4	88	-1	-2	3.0	1.1	2	-6	-2.6	13	-8
O=c1c([N+](=O)[O-])cccn1Cc1cccc(Br)c1	1.5	114	-14	-6	/	/	-7	7	-2.9	13	-7
O=C(O)c1ccccc1OCc1ccccc1Br	3.8	97	-21	-6	-0.8	-1.5	5	/	-2.4	11	-27
Cc1cccc(NC(=O)COc2cccc3c2CCN(Cc2ccccc2)C3=O)c1C	3.9	98	-11	0	2.4	2.7	0	-2	-0.7	4	5
Cc1ncc([N+](=O)[O-])n1CC(=O)Nc1ccccc1	4.3	101	-7	2	-1.7	-1.3	2	-8	-1.4	7	8
Cn1cc([N+](=O)[O-])c(C(=O)NCc2ccco2)n1	2.5	113	/	4	2.7	-0.1	-9	-22	-0.4	2	-8
COc1cccc(/C=N/n2c(=S)n(C)c3ccccc32)c1OC	2.8	/	/	-5	-0.1	1.0	10	16	2.3	-12	-1
CCOC(=O)Nc1ccc(N2CCOCC2)c(S(=O)(=O)N2CCOCC2)c1	-1.0	102	-23	-6	2.4	-1.3	-10	6	-0.4	3	18
COc1ccccc1C(=O)NCCC(=O)Nc1cccc(C)n1	1.0	/	-7	17	3.5	4.7	-12	-26	-1.1	6	0
Cn1c(Cn2nnc3ccccc32)nnc1SCC(=O)N1c2ccccc2CCc2ccccc21	-2.5	97	18	-2	-2.1	2.1	-2	-4	-2.3	13	-10
The list continues:
SMILES	phage Ecoli inh	DSG3 Ab inh	PfHsp90 set2	Tat transport	Ecoli viability	AddAB inh	PKA-R1A act	SUMO Mot1 rescue	MOR-DOR ag	OPRM1-OPRD1 inv	Arr AP2 block
C=CCn1c(COc2ccccc2F)nnc1SCC(=O)c1c[nH]c2ccccc12	4.8	130	-62	7	1.2	2.8	-6	-18	4.8	-26	12
CCOc1ccc(NC(=O)c2cn(CC(C)C)c(=O)c3c2c2ccccc2n3C)cc1	1.3	109	-39	7	-0.9	1.0	-5	-15	-1.9	10	0
COc1ccc(CN(C)C(=O)CC(c2ccccc2)c2ccccc2)cc1	-1.0	109	10	-6	-3.0	1.7	8	-4	3.5	-28	27
Cc1cccc(-c2nc3cc([N+](=O)[O-])ccc3o2)c1	1.7	104	-2	-6	0.9	0.6	8	/	0.6	-3	-6
CC(C)(C)C(=O)CN1C2=NCCN2c2ccccc21	5.2	106	24	-2	0.4	0.8	-13	-7	-5.1	24	-7
Cn1c(NC(=O)c2ccc(C(C)(C)C)cc2)cc(=O)n(C)c1=O	1.8	101	2	-7	2.4	-1.1	0	11	0.5	-3	23
Nc1cc(N)nc(SCC(=O)NCc2ccc3c(c2)OCO3)n1	1.8	/	4	-2	0.7	2.2	10	16	-3.0	12	-11
COc1ccc2cc(C(=O)N3CCN(c4ccc(F)cc4)CC3)[nH]c2c1	0.8	97	7	-5	-1.0	-1.9	2	1	4.5	-21	-15
COc1ccc(C2C3=C(CC(C)(C)CC3=O)N(C)C3=C2C(=O)CC(C)(C)C3)cc1OC	1.5	114	27	7	1.2	-0.7	-2	21	-2.6	13	5
CCC(C)c1ccccc1NC(=S)NC(=O)c1ccco1 (stereo unspecified)	-0.1	112	43	2	-5.4	1.0	3	-14	8.3	-34	-8
C=CCc1ccc(OCC(O)CN2CCN(c3ccccc3OC)CC2)c(OC)c1 (stereo unspecified)	2.0	107	2	-4	-2.3	-0.8	-13	2	-2.2	10	14
Cc1cc2cc(CNC(=O)COc3ccccc3)ccc2n1C	2.1	88	-2	-18	-1.5	-1.0	-3	-11	-1.9	11	13

Entries from the list above that have bromine (two):
SMILES	phage Ecoli inh	DSG3 Ab inh	PfHsp90 set2	Tat transport	Ecoli viability	AddAB inh	PKA-R1A act	SUMO Mot1 rescue	MOR-DOR ag	OPRM1-OPRD1 inv	Arr AP2 block
O=c1c([N+](=O)[O-])cccn1Cc1cccc(Br)c1	1.5	114	-14	-6	/	/	-7	7	-2.9	13	-7
O=C(O)c1ccccc1OCc1ccccc1Br	3.8	97	-21	-6	-0.8	-1.5	5	/	-2.4	11	-27

Compound activity as filed in PubChem.
